# Screens as filed in PubChem BioAssay.
# USP2a block = inhibitors of human ubiquitin-specific protease USP2a; Potency, µM (titrated, usually from 38.3 µM), for the others: at the top dose activity change, negative = inhibition, hits mostly inhibitors; 330,000 tested, 0.01% active; USP2 core, Ub-CHOP2 coupled fluorogenic reporter, 485/531; O75604;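 note: potency is the fitted concentration of half-maximal effect; plate controls were DMSO wells for no effect and full inhibition by NEM control for full effect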
#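 Deubiquitinase activity read as fluorescence (485/531 nm) after Ub-CHOP2 cleavage activates the enterokinase reporter on its substrate; USP2 core 10nM, Ub-CHOP2 and substrate 25nM each, 30min compound preincubation then 60min RT; data normalized to NEM, curves fitted.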
# B2AR arrestin = recruits beta-arrestin to the human beta2-adrenergic receptor. 330,000 tested, 0.02% active. Potency, µM (highest dose often 46.1 µM), for inactives: top-dose activation, actives largely listed as activators. beta-arrestin recruitment to beta2AR, cell-based reporter. AID 492947. P07550;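 note: potency is the fitted concentration of half-maximal effect; 0% = DMSO controls and full agonism = EC100 isoproterenol or metaproterenol; nearly all actives have a fitted effect of over 65% in size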
# ELG1 genotox = genotoxicity induction in ELG1-luciferase HEK293T cells | Potency, µM (top dose mostly 46 µM), without a hit: at the top dose activity change, positive = activation, usual class: activators | 330,000 tested, 1.3% active | AID 504466 | HEK293T ELG1-luciferase reporter, luminescence, 16 h; note: potency is the fitted concentration of half-maximal effect; % of control where 0% means no effect; nearly all actives have a fitted effect of over 60% in size
#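 HEK293T cells expressing luciferase-tagged ELG1 were exposed to compound or DMSO vehicle for 16 hr at 37 °C and 5% CO2. Luciferase activity was then measured with ONE-Glo after 30 min at room temperature.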
# uPA surface inh = blocks generation of uPA at the cell surface; Potency, µM (doses to about 38.3 µM), for the others: at the highest dose activity change, negative = inhibition, usual class: inhibitors; cell surface uPA generation assay, qHTS; 330,000 tested, 0.31% active; active = well fitted inhibition curve with a large enough effect; inconclusive = small, poorly fitted or top-dose-only effect; inactive = no such curve, though single readings can be large or run the other way; tested in mouse RAW 264.7 cells; note: potency is the fitted concentration of half-maximal effect; % is set by controls: 0 for no effect and ±100 for the full control effect; nearly all actives have a fitted effect of over 55% in size
# TRPV1 agonist = agonists of human vanilloid receptor 1 (TRPV1). AID 540275. 320,000 tested, 0.19% active. activation, % at 8.33 µM. TRPV1-expressing cells, Fluo-8 calcium influx, agonist mode. Q8NER1; in the data active = activation above about 80%; inconclusive = between about 30% and that limit; note: 0% is about no effect
#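 Fluo-8 calcium influx in TRPV1-expressing cells, kinetic read (ex 480/em 520 nm). Compound added and read 3 min for agonist activity, followed by capsaicin at EC20 final and 2 min further read for enhancement.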
# ASM inhibitor = human S-ASM enzyme inhibition; P17405; placental ASM, HMU-PC fluorogenic substrate, 60 min; Potency, µM (top dose mostly 57.5 µM), inactives show at the highest dose activity change, negative = inhibition, actives largely listed as inhibitors; 340,000 tested, 0.006% active; AID 504937; note: potency is the fitted concentration of half-maximal effect
# Target sequence (P17405 47-631 limits assumed): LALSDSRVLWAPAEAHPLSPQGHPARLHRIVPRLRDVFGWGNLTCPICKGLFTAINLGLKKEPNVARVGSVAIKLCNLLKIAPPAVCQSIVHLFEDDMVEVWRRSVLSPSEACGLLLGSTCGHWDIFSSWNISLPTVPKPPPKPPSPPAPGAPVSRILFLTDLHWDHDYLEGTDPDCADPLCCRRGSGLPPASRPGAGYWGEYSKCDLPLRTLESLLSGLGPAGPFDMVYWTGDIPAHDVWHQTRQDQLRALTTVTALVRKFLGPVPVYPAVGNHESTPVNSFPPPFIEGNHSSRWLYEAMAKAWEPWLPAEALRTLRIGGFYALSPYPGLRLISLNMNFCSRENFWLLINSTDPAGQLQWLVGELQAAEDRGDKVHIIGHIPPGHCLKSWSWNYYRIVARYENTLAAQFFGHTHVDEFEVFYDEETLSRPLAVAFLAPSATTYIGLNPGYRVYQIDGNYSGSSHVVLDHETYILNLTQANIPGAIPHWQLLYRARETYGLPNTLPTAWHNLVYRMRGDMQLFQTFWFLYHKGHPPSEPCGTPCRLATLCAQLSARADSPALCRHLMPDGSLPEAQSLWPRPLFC
#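 Human placenta-derived ASM preincubated with compound 10 min at room temperature, then reacted with 9 uM (final) fluorogenic HMU-PC substrate for 60 min at 37 C. Stop solution raises pH to 10; fluorescence read at Ex 386/Em 447 nm.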
# PTAP TSG101 blk = blocks PTAP/TSG101 interaction to inhibit HIV-1 budding | Q99816 | Potency, µM (titrated, usually from 115 µM), for inactives: at the top dose activity change, negative = inhibition, hits mostly inhibitors | Fluorescence polarization, FITC-PTAP peptide / Tsg101 binding | AID 493005 | 340,000 tested, under 10 active; active = well fitted inhibition curve with a large enough effect in the main read-out, with a control signal flat, not every such curve was filed as active; inconclusive = small, poorly fitted or top-dose-only effect, or effect the other way, or a change in a side signal; inactive = no such curve, though single readings can be large or run the other way; note: potency is the fitted concentration of half-maximal effect; % of control where 0% means no effect
#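 Compounds were pin-transferred onto Tsg101 binding domain (10 uM final) in HEPES pH 7.5 buffer, then FITC-PTAP peptide was added at 50 nM final. After 20 min at RT, polarization reported peptide displacement across a qHTS concentration series.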
# p53 reactivator = mutant p53 re-activation in reporter cells | H1299 p53-A138V BP100-luciferase reporter, luminescence, 24 h | Potency, µM (titrated, usually from 92.2 µM), without a hit: at the top dose activity change, positive = activation, hits mostly activators | 320,000 tested, 0.063% active; note: potency is the fitted concentration of half-maximal effect; % of control where 0% means no effect; nearly all actives have a fitted effect of over 45% in size
#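 p53-null H1299 cells stably carrying temperature-sensitive p53-A138V and a BP100-luciferase reporter were pinned with compounds (4-point, 1:5 series) and held 24 hrs at 37 deg C. Luminescence was read 10 min after detection reagent.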
# BRCA1 expr up = increases BRCA1 expression; 380,000 tested, 1.1% active; MCF7-BRCA1-FFLuc reporter, luminescence, 48 h; response scale: scaled: vehicle 0%, 10 µM genistein 100%; Potency, µM (top dose mostly 46.1 µM), for inactives: at the highest dose activation, most hits filed as activators; note: potency is the fitted concentration of half-maximal effect; nearly all actives have a fitted effect of over 80% in size; some results filed as inactive show a strong effect at the top dose
#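 First, MCF7-BRCA1-FFLuc cells (2000/well) attach for 2 h; next, compounds are pin-added and incubated 48 h at 37 °C; finally, luciferase reagent is added and luminescence read after 15 min.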
# Integrin act MD = activates integrin-mediated alleviation for muscular dystrophy; alpha7betagal myoblasts, beta-gal FDG fluorescence, 48 h; 350,000 tested, 0.064% active; Potency, µM (series often up to 38.3 µM), for inactives: top-dose activation, most hits filed as activators;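 note: potency is the fitted concentration of half-maximal effect; 100% = response of the positive control SU9516; nearly all actives have a fitted effect of over 60% in size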
#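 alpha7betagal+/- myoblasts (passage 13, 250/well) treated 48 h at 37C with compounds at 1:260 dilution of DMSO stock. Lysed, then beta-galactosidase activity read as FDG fluorescence (ex 480/em 540) after 30 min, with pre-read for autofluorescence.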
# Eya2 phos inh = inhibitors of human Eya2 phosphatase activity; recombinant Eya2, OMFP fluorescence dephosphorylation (OMFP is methylfluorescein phosphate); 330,000 tested, 0.006% active; Potency, µM (highest dose often 76.9 µM), inactives show at the top dose activity, negative = inhibition, hits mostly inhibitors; O00167; note: potency is the fitted concentration of half-maximal effect; % is set by controls: 0 for no effect and ±100 for the full control effect
# Target sequence (O00167 whole entry, looked up): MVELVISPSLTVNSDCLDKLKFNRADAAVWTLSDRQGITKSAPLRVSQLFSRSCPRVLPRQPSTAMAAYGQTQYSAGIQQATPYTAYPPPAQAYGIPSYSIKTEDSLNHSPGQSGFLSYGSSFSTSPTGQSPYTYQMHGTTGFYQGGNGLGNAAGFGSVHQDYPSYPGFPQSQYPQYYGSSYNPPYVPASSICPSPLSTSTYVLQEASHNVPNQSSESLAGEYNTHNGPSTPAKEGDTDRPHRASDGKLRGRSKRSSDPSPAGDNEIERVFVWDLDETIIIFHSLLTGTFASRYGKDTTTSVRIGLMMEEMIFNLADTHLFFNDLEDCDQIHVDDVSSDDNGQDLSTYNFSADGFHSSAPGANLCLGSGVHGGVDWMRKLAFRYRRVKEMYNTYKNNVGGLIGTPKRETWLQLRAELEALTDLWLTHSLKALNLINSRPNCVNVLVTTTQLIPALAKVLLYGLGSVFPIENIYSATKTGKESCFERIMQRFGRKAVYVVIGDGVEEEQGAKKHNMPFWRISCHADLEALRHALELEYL
#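 Eya2 protein (added as 0.2 uM solution) was preincubated with compound for 10 min at ambient temperature in 50 mM HEPES pH 7.5, 50 mM NaCl, 5 uM MgCl2, 0.05% BSA, 1 mM DTT. OMFP (added at 50 uM) then reacted 10 min; fluorescence read at 485/525 nm.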
# * = called active by the depositor; u = inconclusive; x = not tested or not shown; [ ] = remark or other dose. Unless noted, calls come from the whole dose curve; as a rule, active = well fitted curve in the direction sought with a large enough effect; inconclusive = small, poorly fitted or top-dose-only effect, or another doubt; inactive = no such curve, though single readings can be large; an effect the other way counts as inactive or inconclusive.
canonical_smiles	USP2a block	B2AR arrestin	ELG1 genotox	uPA surface inh	TRPV1 agonist	ASM inhibitor	PTAP TSG101 blk	p53 reactivator	BRCA1 expr up	Integrin act MD	Eya2 phos inh
O=C(Nc1ccccc1C(=O)N1CCOCC1)C1COc2ccccc2O1 (centres undefined)	1%	0.2%	0%	x	-1	4%	-4%	-3%	20%	43%	15%
O=c1[nH]c(=O)c2ccccc2o1	x	x	x	5%	x	-4%	-6%	x	29%	2%	x
CCOC(=O)C1CSC(CC(=O)Nc2ccc(OCC)cc2)C(=O)N1 (centres undefined)	-7%	-0.5%	3%	3%	1	-1%	-3%	-11%	1%	9%	-12%
CC(C)(/C=N/O)/[N+]([O-])=C/C=[N+](\[O-])C(C)(C)/C=N/O	3%	0.1%	-2%	-1%	-3	-2%	1%	0%	-15%	-15%	-2%
O=C(NC1CC1)C1=NOC(CNc2ncc(C(F)(F)F)cc2Cl)C1 (centres undefined)	-7%	-0.6%	-4%	1%	80*	-1%	-3%	1%	3%	11%	-41%
Cc1cc(-c2ccccc2)n(-c2ccc(C(=O)N3CCN(c4ncccn4)CC3)cc2)n1	4%	0.1%	-20%	2%	2	-3%	-3%	-15%	-8%	21%	14%
Cc1nnc(SC2CC(=O)N(c3ccccc3)C2=O)s1 (centres undefined)	0%	0.1%	6%	-3%	3	3%	-2%	-27%	-15%	-59%[inhibitor]	-2%
O=C(NCCCN1CCCCCC1)C1CC(=O)N(CCc2ccccc2)C1 (centres undefined)	0%	0.0%	0%	-3%	-1	4%	-1%	-3%	-7%	22%	-20%
Cc1cccc(-c2nnc(SCC(=O)Nc3ncccn3)n2C)c1	2%	-0.1%	-1%	5%	-3	0%	-4%	0%	0%	23%	4%
CCOc1ccc2nc(SCC(=O)Nc3cc(C)on3)c(C)cc2c1	2%	0.3%	1%	0%	29	-1%	-7%	5%	-23%	7%	-20%
O=C1/C(=C/c2ccc(F)cc2)SC(=S)N1N1CCOCC1	15%	-0.7%	0%	0%	0	-1%	-2%	2%	-7%	18%	-21%
CCC(=O)Nc1ccc2nc(C)n(CC(=O)Nc3ccccc3)c(=O)c2c1	-2%	-0.4%	-1%	12%	8	9%	-4%	-6%	13%	-18%	-5%
Cc1noc(C)c1COC(=O)c1cccc(S(=O)(=O)N2CCOCC2)c1	1%	-2.5%	1%	7%	13	4%	0%	5%	-4%	-12%	7%
CCCNCc1nnc(-c2ccccc2Cl)o1	4%	-0.3%	8%	0%	-2	-1%	-1%	u	62%	22%	4%
O=C(N[C@H](Cc1cc(=O)[nH]c2ccccc12)C(=O)O)c1ccc(Cl)cc1	2%	-0.1%	0%	0%	-1	8%	-4%	4%	68%	2%	-5%
CCN(CC(=O)NCc1ccc(Cl)cc1)C(=O)CCC(=O)c1ccc(F)cc1	1%	-0.1%	-6%	-3%	9	5%	-1%	-2%	4%	6%	5%
C=CCSc1nnc(C)n1-c1ccc(Cl)cc1	1%	0.0%	-1%	-6%	3	-8%	-4%	-4%	-14%	13%	13%
CCOCCCNC(=O)C1(O)c2cc(Br)ccc2NC(=O)N1c1ccc(OCC)cc1 (centres undefined)	6%	0.2%	-3%	-2%	2	3%	-7%	1%	-4%	3%	4%
CC(=O)c1cccc(NS(=O)(=O)c2ccc(N/C=C\C(=O)c3ccc(F)cc3)cc2)c1	-1%	-0.8%	-14%	-15%	5	24%	0%	9%	-63%	0%	-6%
O=C(N/N=C/c1ccccc1)c1ccc(N2CCOCC2)c([N+](=O)[O-])c1	1%	-0.7%	2%	0%	u	2%	-2%	0%	-1%	-19%	6%

# An excerpt from above with just TRPV1 agonist.
smiles | TRPV1 agonist
Cc1nnc(SC2CC(=O)N(c3ccccc3)C2=O)s1 (centres undefined) | 3
O=C(NCCCN1CCCCCC1)C1CC(=O)N(CCc2ccccc2)C1 (centres undefined) | -1

# (further entries)
canonical_smiles	USP2a block	B2AR arrestin	ELG1 genotox	uPA surface inh	TRPV1 agonist	ASM inhibitor	PTAP TSG101 blk	p53 reactivator	BRCA1 expr up	Integrin act MD	Eya2 phos inh
COC(=O)Nc1nc2ccc(Br)cc2s1	1%	0.9%	u	2%	-2	-2%	-2%	9%	49%	-1%	1%
CCn1cc(CCC(=O)NCc2ccc(F)cc2)c2ccccc21	2%	-0.1%	-4%	0%	-7	-1%	-1%	-2%	-39%	-14%	11%
CCCCN1C(=O)C(NC(=O)c2cccnc2)(C(F)(F)F)C2=C1CC(C)(C)CC2=O (centres undefined)	2%	-1.1%	3%	1%	-3	1%	-6%	-7%	12%	1%	-14%
COc1ccccc1NC(=O)c1ccc(-n2cccn2)nc1	4%	-0.2%	2%	2%	8	1%	-4%	-1%	-5%	-11%	17%
C/C(=N\NC(=O)c1c(Cl)c(C)nn1C)c1cccc(NC(=O)COc2ccccc2)c1	-1%	0.0%	-8%	-7%	1	43%	-13%	-14%	-10%	4%	14%
COc1ccc(/C=C/C=C2\NC(=S)NC2=O)cc1	2%	-1.0%	15%	-6%	4	-6%	-1%	5%	43%	25%	2%
C/C(=C\C(=O)c1ccccc1)Nc1ccc(Cl)c(Br)c1	x	x	x	2%	x	4%	-1%	x	19%	9%	x
Cc1cccc(Nc2nn3c(=O)c4ccccc4nc3s2)c1	1%	-0.2%	9%	-5%	-2	0%	-4%	u	83%	23%	5%
COc1ccc(OCC(=O)NNC(=O)C2CCCO2)cc1 (centres undefined)	3%	-0.3%	2%	2%	0	3%	-1%	0%	6%	0%	-1%
CCN(CC)CCCn1c2c(c(SCC(=O)Nc3ccc(F)c(F)c3)nc1=O)CCC2	1%	-1.0%	-1%	1%	-2	-3%	-1%	-2%	-24%	-23%	16%
N#Cc1c(N)nc2c3c(sc(=N)c2c1N)NC(=O)CC3c1ccccc1 (centres undefined)	-2%	-0.2%	2%	-11%	-3	40%	0%	4%	-33%	-14%	-17%
CN(C(=O)Nc1ccc(Cl)cc1Cl)[C@H]1c2cc(Br)ccc2OC[C@H]1CO	-1%	-0.1%	-16%	x	u	u	-6%	-7%	-29%	1%	2%
O=c1c2c(-c3cccs3)csc2ncn1-c1ccccc1	-4%	-0.1%	0%	3%	19	3%	-3%	-7%	-16%	-9%	-2%
COc1ccc(CC(=O)c2ccc(OC)c(OC)c2)cc1	-1%	-0.5%	13%	-7%	7	-1%	-5%	30%	51%	-16%	-20%
CSCCC(NC(=O)c1ccc([N+](=O)[O-])cc1Cl)C(=O)OC1CCCCC1=O (centres undefined)	0%	0.1%	4%	5%	4	3%	1%	-5%	7%	3%	-14%
COc1ccc(/C=N/Nc2nc3ccccc3s2)cc1O	-7%	0.0%	2.3µM*	x	1	-1%	1%	u	1%	0%	-14%
O=C(COc1ccc(Cl)cc1)Nc1ccc2c(c1)CCC2	-3%	-0.6%	2%	1%	-9	-2%	0%	17%	-75%	0%	-6%
COc1ccc(NC(=O)N2CCCCCC2)cc1	-3%	-1.0%	u	1%	8	11%	1%	3%	u	7%	7%
Cc1cccc(NC(=O)CNC(=O)c2ccc(-n3cncn3)c([N+](=O)[O-])c2)c1C	-2%	0.1%	7%	1%	2	-3%	-6%	-5%	-15%	-9%	11%
O=C1C2C3C=CC([C@@H]2C(=O)N1C1CC1)[C@H]1C(=O)N(C2CC2)C(=O)C31 (some centres undefined)	0%	-1.2%	1%	-6%	4	2%	-3%	1%	-6%	26%	4%

canonical_smiles	USP2a block	B2AR arrestin	ELG1 genotox	uPA surface inh	TRPV1 agonist	ASM inhibitor	PTAP TSG101 blk	p53 reactivator	BRCA1 expr up	Integrin act MD	Eya2 phos inh
O=S(=O)(Nc1nc2ccccc2nc1NCC1CCCO1)c1cc(Cl)ccc1Cl (centres undefined)	2%	0.3%	-7%	1%	-1	3%	-1%	-7%	-5%	3%	1%
COc1ccc(Nc2nc(N)c([N+](=O)[O-])c(N3CCN(C)CC3)n2)cc1	1%	0.4%	0%	-3%	-1	-8%	-6%	-5%	13%	11%	-2%
COc1ncccc1-c1nnn(-c2ccc(C)cc2)n1	4%	-0.1%	9.2µM*	u	8	-2%	-3%	u	16%	4%	-4%
CCOC(=O)c1sc(NC(=O)CCCn2nc([N+](=O)[O-])cc2C)c(C(=O)OCC)c1C	3%	-0.4%	-6%	-2%	1	-5%	1%	4%	-18%	-5%	-2%
COc1cc([N+](=O)[O-])ccc1NC(=O)Nc1nc2c(s1)CCCC2	4%	0.0%	5%	4%	-6	-4%	-1%	-8%	-11%	-18%	6%

# This is a random part of the collection. Share with any hit: about 2.6%.
